# Screens (PubChem)
# PLCb3 inh: inhibitors of human phospholipase C beta3; AID 720704; 370,000 tested, 0.18% active; inhibition, % at 12.2 µM; Purified PLC-beta3, fluorogenic substrate, fluorescence; Q01970; in the data active means inhibition above about 11%;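 further: 0% = median of compound wells on plate and 100% = full blocker control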
# UHRF1 binding: human UHRF1 methylated DNA binding inhibitors. inhibition, % at 4.4 µM. 370,000 tested, 0.75% active. Q96T88. UHRF1 binding to methylated oligo, TR-FRET; in the data active means inhibition above about 21%;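 further: UHRF1 SRA domain binding a hemimethylated CpG hairpin DNA probe; 0% = median of test compound wells and 100% = reference inhibitor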
# Target sequence (Q96T88 whole entry, looked up, the tested form may be a part): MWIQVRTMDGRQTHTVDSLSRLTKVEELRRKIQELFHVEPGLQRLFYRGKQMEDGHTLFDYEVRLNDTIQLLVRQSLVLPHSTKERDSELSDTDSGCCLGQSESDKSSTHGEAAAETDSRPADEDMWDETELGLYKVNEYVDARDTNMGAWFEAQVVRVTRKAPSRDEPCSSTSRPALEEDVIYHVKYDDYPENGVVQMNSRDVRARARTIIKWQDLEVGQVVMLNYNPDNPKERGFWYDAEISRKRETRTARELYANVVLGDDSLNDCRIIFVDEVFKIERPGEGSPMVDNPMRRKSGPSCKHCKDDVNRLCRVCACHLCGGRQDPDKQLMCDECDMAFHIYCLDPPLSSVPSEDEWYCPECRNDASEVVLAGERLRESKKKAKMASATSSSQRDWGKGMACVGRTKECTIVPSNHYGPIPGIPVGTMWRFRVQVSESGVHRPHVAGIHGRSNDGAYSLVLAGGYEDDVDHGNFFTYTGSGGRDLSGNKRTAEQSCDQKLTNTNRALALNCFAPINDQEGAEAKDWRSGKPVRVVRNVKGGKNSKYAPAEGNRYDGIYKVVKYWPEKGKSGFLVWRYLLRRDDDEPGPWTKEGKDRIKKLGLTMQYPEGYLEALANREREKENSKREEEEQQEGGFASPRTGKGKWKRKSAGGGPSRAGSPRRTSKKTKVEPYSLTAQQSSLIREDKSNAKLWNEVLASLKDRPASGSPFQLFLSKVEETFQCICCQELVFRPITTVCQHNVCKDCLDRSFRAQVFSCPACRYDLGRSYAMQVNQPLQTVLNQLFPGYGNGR
# DDE Tn7 FP inh: inhibitors of Tn7 peptide binding to human fibrin DD(E). AID 720508. FP displacement of FITC-Tn7 peptide from fibrin DD(E); 0% = median of compound wells per plate. P02675. 370,000 tested, 0.13% active. inhibition, % at 8.3 µM;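 active means inhibition above the mean of compounds falling within the control limits plus 3 SD of them, cut at about 14% in these data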;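 further: 0% = plate median of compound wells and 100% = 10 µM Aha-Tn7 peptide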
#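 system = human fibrin DD(E) protein | quantity = DD(E) 2 µM final | medium = Tris/NaCl/CaCl2 buffer, pH 7.8 | also added = labelled Tn7 tracer, 0.1 µM | compound dosing = single point at 8.3 µM | timing = compound with protein 10 min, then 3 h after probe, room temperature | signal = FP measurement | benchmarks = Aha-Tn7 high control | repeats = one replicate per compound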
# MBD2 inh: blocks human MBD2 binding to methylated DNA; Q9UBB5; 370,000 tested, 0.31% active; TR-FRET, MBD2 binding to methylated oligonucleotide; inhibition, % at 4.4 µM; in the data active means inhibition above about 13%
# DDE Tn6 FP inh: DD(E)-Tn6 binding inhibition, primary FP screen; 370,000 tested, 0.21% active; inhibition, % at 8.3 µM; Fibrin DD(E) TRITC-Tn6 fluorescence polarization displacement; AID 720509;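 active means inhibition above a per-campaign cutoff: mean of compounds within control limits plus 3 SD, cut at about 15% in these data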;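 further: 0% = median of all compound wells on the plate and 100% = blocking peptide control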
# KLK7 zymogen act: activates the human kallikrein-7 zymogen. purified proKLK7, EDANS-DABCYL substrate fluorescence; 100% is mature enzyme control, 0% vehicle. P49862. activation, % at 7 µM. AID 652039. 370,000 tested, 0.9% active;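 active means activation above the mean of all tested compounds plus 3 SD, computed per campaign excluding outliers beyond control limits, cut at about 13% in these data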
# ASAP1 inh: ASAP1 ArfGAP inhibition; Q9ULH1; ASAP1-stimulated ARF1 GTP hydrolysis, GDP FP detection; inhibition, % at 16.5 µM; 360,000 tested, 0.19% active; in the data active means inhibition above about 25%;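 further: 0% = vehicle with enzyme and substrate and 100% = no enzyme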
# ARFGAP1 inh: inhibits rat ARF GTPase activating protein 1; Arfgap1-stimulated ARF1 GTP hydrolysis, GDP FP detection; inhibition, % at 16.5 µM; Q62848; 360,000 tested, 0.26% active;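 active means inhibition above a per-plate limit, mean inhibition of low control wells plus 3 SD, cut at about 25% in these data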;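 further: 0% = DMSO wells with enzyme and 100% = wells lacking Arfgap1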
# Target sequence (Q62848 1-136 limits assumed): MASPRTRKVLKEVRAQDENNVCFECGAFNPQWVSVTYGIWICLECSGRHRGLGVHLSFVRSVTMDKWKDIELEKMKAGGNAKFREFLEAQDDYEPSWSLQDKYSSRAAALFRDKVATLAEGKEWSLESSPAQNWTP
#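 Material: rat Arfgap1 catalytic domain, aa 1-136; also added: human ARF1(Δ1-17)-GTP substrate; compound dosing: one concentration, 16.5 µM, DMSO 1.26%; incubation: GTP hydrolysis reaction 2 h at 25 °C; measured by: Tracer-displacement fluorescence polarization with EDTA stop, 620/688 nm; evaluation: % inhibition from polarization; repeats: one replicate per compound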
# PLC-gamma1 inh: PLC-gamma1 (human) inhibition, primary screen. AID 720700. 370,000 tested, 0.84% active. inhibition, % at 12.2 µM. P19174. purified PLC-gamma1, fluorogenic substrate, fluorescence; in the data active means inhibition above about 9.5%
# ADAM17 inh: inhibits human ADAM17. AID 720648. inhibition, % at 6.95 µM. recombinant ADAM17, EDANS/DABCYL FRET peptide cleavage. 370,000 tested, 0.83% active. P78536;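 active means inhibition above the mean of compounds lying between control limits plus 3 SD, set per campaign, cut at about 8.5% in these data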;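 further: 0% = DMSO-only wells as the low control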
# * hit, by the source's call; i = inactive; nt = no result given.
no. | molecule | PLCb3 inh | UHRF1 binding | DDE Tn7 FP inh | MBD2 inh | DDE Tn6 FP inh
1 | CCCN(C(=O)COC(=O)CSc1ccc(C(N)=O)cc1[N+](=O)[O-])C1CCS(=O)(=O)C1 (configuration not stated) | 1 | -1 | 1 | -1 | 0
2 | CCC(Sc1nc2ncccc2[nH]1)C(=O)NC1CCCC1 (configuration not stated) | -1 | 2 | -1 | -3 | 18*
3 | CC(C)NC(=O)CCNS(=O)(=O)c1ccc(Br)cc1 | 1 | -1 | -2 | -3 | 0
4 | O=C(NCCCN1CCOCC1)c1sc2cc(F)ccc2c1Cl | -1 | -3 | -3 | 4 | 0
5 | CNc1c(NS(=O)(=O)c2cc(NC(C)=O)ccc2C)c(=O)oc2ccccc12 | -7 | -1 | 5 | -4 | -1
6 | O=C(O)CN(c1ccc(F)cc1)S(=O)(=O)c1ccc2c(c1)OCCO2 | 2 | 0 | 1 | -9 | -4
7 | Cc1cccc(C(=O)N[C@@H]2CC[C@@]34CCCN3C(=O)CCC[C@H]4[C@H]2C)c1 | 0 | 1 | 1 | 6 | -3
8 | O=C(CCCc1ccccc1)N=C1SC2CS(=O)(=O)CC2N1c1ccccc1 (configuration not stated) | -8 | 5 | 5 | -2 | 1
9 | Cc1cccc(C)c1NC(=O)CSc1nnc(Cn2nnc(-c3ccccc3)n2)n1-c1ccccc1 | 0 | -6 | 3 | -6 | 2
10 | O=C(NCc1nc2ccccc2[nH]1)C1=C[C@H](C2CC2)C[C@H](OCCCCO)O1 | 1 | 4 | -4 | -1 | 7
11 | O=C(Nc1ccn(CCCNCc2ccccn2)c(=O)n1)OCc1ccccc1 | -1 | -1 | 6 | 6 | 4
12 | CCc1noc(C)c1C(=O)NCCc1c[nH]c2ccccc12 | 2 | 1 | 11 | 4 | -9

no. | KLK7 zymogen act | ASAP1 inh | ARFGAP1 inh | PLC-gamma1 inh | ADAM17 inh
1 | 0.0 | -10 | -5 | -4 | 1
2 | -0.3 | 1 | -11 | 3 | -3
3 | -0.3 | 3 | 7 | 1 | -3
4 | 0.1 | -2 | -10 | -2 | -2
5 | -0.8 | 3 | 14 | 0 | -2
6 | 0.0 | 6 | 10 | 2 | 1
7 | nt | nt | nt | 2 | -2
8 | -0.1 | 6 | 5 | -1 | 7
9 | 0.1 | 0 | 7 | 5 | 1
10 | 0.2 | 13 | 2 | -3 | -2
11 | -0.3 | 2 | 8 | 2 | -3
12 | -0.5 | 4 | 1 | 2 | -2

# Later entries
no. | molecule | PLCb3 inh | UHRF1 binding | DDE Tn7 FP inh | MBD2 inh | DDE Tn6 FP inh
13 | O=C(O)CCCC(=O)Nc1cccc(C(=O)Nc2ccccc2C(=O)O)c1 | 1 | -1 | 0 | -2 | 5
14 | Cc1ccc(CSc2nc3c(c(N(C)C)n2)CCCC3)cc1 | 1 | -4 | 3 | 1 | -8
15 | COc1cc(-c2cc(C(=O)O)c3c(OC)c(OC)c(OC)cc3n2)ccc1O | -24 | 1 | -4 | -2 | 5
16 | O=C(COC(=O)CNC(=O)c1ccc(Cl)cc1)Nc1ncc(C(F)(F)F)cc1Cl | -11 | -1 | -3 | 6 | 0
17 | NC(=O)CSc1nnc(-c2ccc(S(=O)(=O)N3CCCCC3)cc2)n1-c1ccccc1 | 0 | 40* | -5 | 4 | -3
18 | CCc1c(C)sc(NC(=O)C2CCCO2)c1C#N (configuration not stated) | -3 | -2 | 2 | -3 | -9
19 | Clc1ccc(OCc2cc(-c3ccccc3)no2)c(Cl)c1 | 1 | 2 | -6 | 3 | 8
20 | CC(O)(c1cccc(F)c1)c1nc(-c2ccccc2)cs1 (configuration not stated) | -1 | -2 | 2 | 0 | 11
21 | O=C(NC1CCCc2ccccc21)c1cncc(Br)c1 (configuration not stated) | -1 | -1 | 5 | -2 | 0
22 | COc1cccc(-c2ncc3ccccc3c2CO)c1 | 1 | -2 | -2 | -3 | 6
23 | Cc1cc(C)c2c(N)c(C(=O)Nc3ccc(F)cc3)sc2n1 | -105 | -4 | 1 | -3 | -8
24 | CC(=O)Nc1cccc(C(=O)OCC(=O)c2ccc(S(=O)(=O)N3CCCCC3)cc2)c1 | -5 | 1 | -1 | -1 | 3

no. | KLK7 zymogen act | ASAP1 inh | ARFGAP1 inh | PLC-gamma1 inh | ADAM17 inh
13 | -0.4 | -1 | -9 | -2 | 0
14 | 0.1 | -3 | 22 | -2 | 1
15 | 1.8 | -6 | 16 | -18 | -3
16 | -0.3 | -12 | 0 | -6 | -3
17 | 0.8 | 2 | 3 | -2 | -2
18 | 0.1 | 6 | 0 | -5 | -4
19 | 0.6 | 7 | 12 | 1 | 2
20 | 0.3 | 3 | 11 | 0 | 1
21 | 0.8 | 3 | 9 | 3 | -2
22 | 0.1 | 0 | 6 | -1 | -2
23 | 1.4 | -3 | 4 | -83 | -16
24 | 0.7 | -4 | 3 | 3 | 1

# Other entries:
no. | molecule | PLCb3 inh | UHRF1 binding | DDE Tn7 FP inh | MBD2 inh | DDE Tn6 FP inh
25 | Cc1nn(CC(=O)NC2CCCCC2)c(=O)c2cccn12 | -4 | 0 | 4 | 2 | 3
26 | C=CCn1c(C)cc(C(=O)CSc2nnc(-c3cccc(S(=O)(=O)N(CC)CC)c3)o2)c1C | 3 | 1 | 8 | -1 | -3
27 | CC(=O)Nc1cccc(-c2ccnc3c2CC(C)(C(=O)NCCc2ccccc2)O3)c1 (configuration not stated) | -2 | 1 | 0 | -1 | -1
28 | O=C(NCCCNc1ccc(C(F)(F)F)cc1[N+](=O)[O-])c1ccc(Cl)cc1 | 4 | 52* | -5 | 0 | 4
29 | CC1Cc2ccccc2N1C(=O)CCNS(=O)(=O)c1ccc2c(c1)CCC(=O)N2 (configuration not stated) | 2 | -2 | 6 | 0 | 14
30 | CN1CCN(c2nc3c(c(=O)n(C)c(=O)n3C)n2Cc2ccc(Cl)cc2)CC1 | 0 | 0 | -5 | 0 | -5
31 | COc1ccc(CN2CC(C(=O)NCCC3=CCCCC3)CC2=O)cc1 (configuration not stated) | 2 | -1 | 9 | -1 | 9
32 | COc1ccc(C2(CNC(=O)c3ccc(N)cc3)CCCC2)cc1 | -1 | 3 | 2 | 2 | 0
33 | CCN(CC)C(=O)c1sc(N)c(C#N)c1C | -2 | -2 | 1 | 7 | -6
34 | COc1cc(OC)cc(C(=O)NC(C(=O)N2CCc3ccccc3C2)C(C)C)c1 (configuration not stated) | -2 | 0 | 2 | -4 | 10
35 | CC(C)(C)N(Cc1ccccc1)C(=O)CSc1nnc(CNc2ccc(F)cc2)o1 | -1 | -1 | -3 | -4 | -3
36 | CCCc1nc2ccc(Cl)cn2c1Cc1ccccc1 | -27 | 23* | 6 | 18* | -6

no. | KLK7 zymogen act | ASAP1 inh | ARFGAP1 inh | PLC-gamma1 inh | ADAM17 inh
25 | -0.1 | -11 | -5 | 0 | -4
26 | -0.1 | -10 | 3 | -7 | 3
27 | 0.6 | 11 | -4 | 6 | 3
28 | 0.0 | 8 | 1 | 2 | -1
29 | 0.2 | -4 | 1 | 0 | -2
30 | 0.6 | 11 | 4 | 4 | 5
31 | 0.5 | 2 | -8 | 2 | 0
32 | 0.2 | -4 | 10 | -3 | -6
33 | -0.3 | -1 | -2 | 1 | -2
34 | 0.6 | 1 | -12 | 2 | 1
35 | -0.1 | -15 | -6 | -1 | 0
36 | 0.1 | -4 | 12 | -10 | -10

# Further structures:
no. | molecule | PLCb3 inh | UHRF1 binding | DDE Tn7 FP inh | MBD2 inh | DDE Tn6 FP inh
37 | C[C@@H]1CN([C@@H](C)CO)C(=O)CCCn2cc(nn2)CO[C@H]1CN(C)C(=O)Nc1ccc(N2CCN(C)CC2)cc1 | -5 | 14 | 3 | 1 | -4
38 | CC(=O)c1cccc(NC(=O)c2sc3nc4n(c(=O)c3c2C)CCCC4)c1 | -9 | 8 | -1 | 9 | -13
39 | O=[N+]([O-])c1ccc(S(=O)Cc2ccccc2)c([N+](=O)[O-])c1 (configuration not stated) | 5 | -3 | -6 | -1 | 4
40 | COCCOc1cc(-n2cccc2)c(Cl)cc1Cl | 1 | 2 | -4 | 0 | 0
41 | O=C(CN1CCN(CC(=O)Nc2ccccc2C(F)(F)F)CC1)Nc1ccccc1F | 8 | -1 | -7 | -3 | -7
42 | CCc1nc(Cl)c(C#N)c2c1CSC(C)(C)C2 | -1 | 20 | 1 | 10 | -6
43 | O=C(CSc1ccc(Br)cc1)Nc1ccccc1Oc1ccccc1 | 4 | 2 | 9 | 1 | 1
44 | CC(C)CCNC(=O)CC1Nc2c3ccccc3nc(=S)n2C1=O (configuration not stated) | -1 | 2 | 2 | 2 | 1
45 | COc1ccc(CC(=O)NNC(=O)COc2ccc3ccccc3c2)cc1 | -4 | 2 | 1 | 5 | -6
46 | CCOC(=O)CCSc1nc(-c2ccccc2)cc(C(F)(F)F)n1 | 1 | 2 | 10 | 3 | 5
47 | CC(=O)N1C[C@H]2CON(C)[C@H]2C[C@H]1c1ccccc1 | 0 | 4 | 3 | 6 | -5
48 | O=S(=O)(Nc1ccccc1)c1ccc(NS(=O)(=O)c2c(F)cccc2F)cc1 | -6 | 1 | -3 | 2 | 2

no. | KLK7 zymogen act | ASAP1 inh | ARFGAP1 inh | PLC-gamma1 inh | ADAM17 inh
37 | 0.0 | 11 | 6 | -2 | -5
38 | -0.5 | -1 | 2 | 2 | -2
39 | 0.0 | 2 | -10 | 6 | 1
40 | -0.7 | -2 | 3 | 1 | 0
41 | 0.7 | 1 | 8 | 2 | 3
42 | 0.5 | -4 | 3 | -1 | 1
43 | 0.6 | 6 | 17 | 0 | -2
44 | 1.0 | -7 | 9 | -2 | -2
45 | -0.3 | 8 | 11 | 3 | -2
46 | -0.2 | 0 | 11 | 2 | -4
47 | -0.1 | 11 | 10 | -1 | 0
48 | 0.2 | 0 | -3 | -2 | -1

# The listing continues:
no. | molecule | PLCb3 inh | UHRF1 binding | DDE Tn7 FP inh | MBD2 inh | DDE Tn6 FP inh
49 | COC(=O)c1sc(NC(=O)C2CCCO2)c(C(=O)OC)c1C (configuration not stated) | -1 | -4 | 1 | -4 | -2
50 | O=C(COC(=O)c1ccccc1O)Nc1cccnc1Cl | 1 | 3 | 1 | 2 | 5
51 | CSc1ccc(/C=C2\C(=N)N3N=C(CC(=O)N4CCOCC4)SC3=NC2=O)cc1 | -40 | 0 | -3 | -4 | 1
52 | Cn1c(-c2ccsc2)c(-c2cccs2)c2cc(-c3ccc4cc[nH]c4c3)ccc21 | -55 | -5 | -1 | 1 | -2
53 | CCN1c2cccc3cccc(c23)S1(=O)=O | i | 9 | 5 | -6 | 0
54 | COc1ccccc1N(CC(=O)Nc1ccccc1)S(=O)(=O)c1cccs1 | -9 | -2 | 6 | 1 | 3

no. | KLK7 zymogen act | ASAP1 inh | ARFGAP1 inh | PLC-gamma1 inh | ADAM17 inh
49 | 0.5 | -4 | 4 | -4 | -6
50 | 3.2 | -3 | 4 | 8 | -3
51 | -0.2 | -5 | 0 | -23 | -14
52 | 0.7 | 12 | 10 | -33 | -6
53 | 8.3 | -6 | 5 | -408 | -110
54 | -0.1 | 2 | -5 | 0 | 2
